# Screening results (PubChem BioAssay)
# FLuc counter: inhibits or activates purified firefly luciferase, miR-21 counter-screen; P08659; purified FLuc, Km substrates, luminescence inhibition; Potency, µM (highest dose often 57.5 µM), without a hit: at the highest dose activity change, negative = inhibition, usual class: inhibitors; 6.9% of 360,000 active;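 further: potency means the concentration at half of the fitted maximal effect; plate controls were vehicle for no effect and reference inhibitor for full effect; nearly all actives have a fitted effect of over 55% in size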
# Target sequence (P08659 whole entry, looked up): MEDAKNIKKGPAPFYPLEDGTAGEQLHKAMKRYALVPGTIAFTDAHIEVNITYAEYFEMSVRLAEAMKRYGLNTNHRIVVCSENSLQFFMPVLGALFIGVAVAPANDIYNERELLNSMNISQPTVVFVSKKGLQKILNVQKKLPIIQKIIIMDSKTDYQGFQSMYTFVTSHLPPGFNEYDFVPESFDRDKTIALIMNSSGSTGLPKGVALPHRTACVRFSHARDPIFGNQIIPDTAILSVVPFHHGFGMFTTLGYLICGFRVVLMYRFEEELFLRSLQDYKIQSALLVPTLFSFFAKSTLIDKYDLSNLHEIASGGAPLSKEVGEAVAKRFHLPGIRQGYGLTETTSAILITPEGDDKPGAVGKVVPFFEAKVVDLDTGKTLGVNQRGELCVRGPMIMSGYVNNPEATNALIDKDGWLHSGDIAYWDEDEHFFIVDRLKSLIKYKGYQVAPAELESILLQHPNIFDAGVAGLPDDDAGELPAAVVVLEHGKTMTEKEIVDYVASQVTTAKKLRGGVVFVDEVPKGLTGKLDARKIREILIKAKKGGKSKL
#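 Purified P. pyralis luciferase, 10 nM final, with Km-level 10 uM D-luciferin and 10 uM ATP in 50 mM Tris acetate pH 7.5, 10 mM Mg acetate, 0.01% Tween-20, 0.05% BSA; 6-point qHTS titration about 60 µM downward; luminescence read.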
# Gal4-VP16 FLuc: inhibits Gal4-VP16 luciferase reporter, ROR gamma counter-screen; AID 2546; Drosophila S2 Gal4-VP16 UAS-luciferase, luminescence, 20 h; Potency, µM (doses to about 53.6 µM), inactives show at the top dose activity, negative = inhibition, hits mostly inhibitors; 3.5% of 310,000 active;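 further: Gal4-VP16 expression switched on by copper sulfate through the metallothionein promoter; potency means the concentration at half of the fitted maximal effect; on the % scale 0 is the no-effect control and ±100 the full control effect; nearly all actives have a fitted effect of over 50% in size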
# ELG1 repair inh: blocks ELG1-dependent DNA repair in HEK293T cells | HEK293T ELG1-luciferase reporter, luminescence, 16 h; DNA damage induced by 5-fluorouridine | Potency, µM (highest dose often 46.1 µM), for the others: at the top dose activity change, negative = inhibition, most hits filed as inhibitors | 2.3% of 330,000 active; further: potency means the concentration at half of the fitted maximal effect; on the % scale 0 is the no-effect control and ±100 the full control effect; nearly all actives have a fitted effect of over 55% in size
#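 DMSO vehicle served as the neutral condition. Each well held 2,000 cells given 5-fluorouridine plus compound; after 16 hr at 37 °C/5% CO2, ONE-Glo was added and luciferase measured 30 min later.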
# TRPV1 ag: human TRPV1 agonism. TRPV1-expressing cells, Fluo-8 calcium influx, agonist mode. activation, % at 8.33 µM. 0.19% of 320,000 active; in the data active means activation above about 80%; inconclusive means between about 30% and that limit; further: 0% is about no effect
#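 Fluo-8 calcium influx in TRPV1-expressing cells, kinetic read (ex 480/em 520 nm). Compound added and read 3 min for agonist activity, followed by capsaicin at EC20 final and 2 min further read for enhancement.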
# ELG1 genotox: genotoxicity induction in ELG1-luciferase HEK293T cells | HEK293T ELG1-luciferase reporter, luminescence, 16 h | 1.3% of 330,000 active | Potency, µM (top dose mostly 46 µM), for inactives: at the highest dose activity change, positive = activation, actives largely listed as activators; further: potency means the concentration at half of the fitted maximal effect; % of control where 0% means no effect; nearly all actives have a fitted effect of over 60% in size
#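 16 hr compound incubation (37 °C, 5% CO2) of HEK293T cells carrying luciferase-tagged ELG1; luciferase then measured by ONE-Glo luminescence after 30 min at RT.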
# NPC1 promoter act: NPC1 promoter activation. Huh7 NPC1 promoter luciferase reporter, 24 h. Potency, µM (titrated, usually from 9.22 µM), for inactives: at the highest dose activation, actives largely listed as activators. 2.4% of 320,000 active. AID 485313;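 further: potency means the concentration at half of the fitted maximal effect; % of control where 0% means no effect; nearly all actives have a fitted effect of over 60% in size; reporter is driven by a mutant NPC1 promoter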
#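 Compounds in DMSO were transferred onto Huh7 NPC1-luciferase reporter cells pre-incubated 2 h; after 24 h at 37 °C, Amplite reagent was dispensed and luminescence recorded 10 min later.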
# RORg inh: ROR gamma (mouse) transcription inhibition. Drosophila S2 Gal4-RORgamma UAS-luciferase reporter, 20 h. AID 2551. P51450. Potency, µM (series often up to 53.6 µM), for the others: top-dose activity change, negative = inhibition, actives largely listed as inhibitors. 5.4% of 310,000 active; further: potency means the concentration at half of the fitted maximal effect; on the % scale 0 is the no-effect control and ±100 the full control effect; nearly all actives have a fitted effect of over 60% in size
#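 Drosophila S2 cells stably expressing Gal4-DBD/mouse RORγ fusion under metallothionein promoter plus UAS-luciferase; compound 1 h, then 700 uM CuSO4 induction for 20 h at ambient temperature; inhibition read as reduced luminescence.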
# p53 reactivator: mutant p53 re-activation in reporter cells; AID 504706; Potency, µM (titrated, usually from 92.2 µM), inactives show at the highest dose activity change, positive = activation, most hits filed as activators; H1299 p53-A138V BP100-luciferase reporter, luminescence, 24 h; 0.063% of 320,000 active; further: potency means the concentration at half of the fitted maximal effect; % of control where 0% means no effect; nearly all actives have a fitted effect of over 45% in size
#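 p53-null H1299 cells stably carrying temperature-sensitive p53-A138V and a BP100-luciferase reporter were pinned with compounds (4-point, 1:5 series) and held 24 hrs at 37 deg C. Luminescence was read 10 min after detection reagent.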
# BRCA1 expr up: activators of BRCA1 expression; MCF7-BRCA1-FFLuc reporter, luminescence, 48 h; response scale: scaled: vehicle 0%, 10 µM genistein 100%; Potency, µM (titrated, usually from 46.1 µM), for inactives: top-dose activation, most hits filed as activators; 1.1% of 380,000 active; further: potency means the concentration at half of the fitted maximal effect; nearly all actives have a fitted effect of over 80% in size; some results filed as inactive show a strong effect at the top dose
#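 Compounds are tested at multiple concentrations on MCF7 BRCA1-luciferase reporter cells seeded at 2000 per well; after 48 h, a single luminescence end-point is taken and curves fitted to the normalized data.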
# Tb PFK block: inhibitors of T. brucei phosphofructokinase. O15648. T. brucei PFK, ADP-Glo luminescence. Potency, µM (doses to about 57.5 µM), inactives show top-dose activity, negative = inhibition, hits mostly inhibitors. 0.17% of 330,000 active;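 further: potency means the concentration at half of the fitted maximal effect; 0% = uninhibited 1x PFK enzyme wells and -100% = no-enzyme wells; nearly all actives have a fitted effect of over 60% in size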
# Target sequence (O15648 whole entry, looked up): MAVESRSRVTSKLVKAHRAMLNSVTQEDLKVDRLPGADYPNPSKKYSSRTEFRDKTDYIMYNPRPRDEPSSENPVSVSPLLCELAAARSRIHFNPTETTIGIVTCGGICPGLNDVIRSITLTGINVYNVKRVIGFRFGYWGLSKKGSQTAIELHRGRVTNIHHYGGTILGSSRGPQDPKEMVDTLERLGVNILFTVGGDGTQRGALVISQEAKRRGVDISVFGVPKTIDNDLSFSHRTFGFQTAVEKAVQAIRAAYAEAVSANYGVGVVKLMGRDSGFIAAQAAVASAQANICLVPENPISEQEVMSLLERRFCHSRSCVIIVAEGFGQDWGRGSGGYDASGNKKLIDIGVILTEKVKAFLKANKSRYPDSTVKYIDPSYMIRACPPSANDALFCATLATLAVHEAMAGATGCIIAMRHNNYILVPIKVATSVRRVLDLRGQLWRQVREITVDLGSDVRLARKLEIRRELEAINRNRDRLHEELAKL
#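 PFK 1.25 nM, F6P 0.5 mM, ATP 0.1 mM, 0.1 M TEA pH 8.0, 5 mM MgCl2, 0.01% Tween20, 0.1% BSA; 45 min RT. ADP-Glo readout. qHTS titration up to 57 uM; curves fitted, compounds curve-classed.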
# Rab9 promoter act: activates the Rab9 promoter. Huh7 Rab9 promoter-luciferase reporter, luminescence, 24 h. Potency, µM (highest dose often 9.22 µM), without a hit: top-dose activation, negative = inhibition, usual class: activators. 2.8% of 320,000 active. AID 485297; further: potency means the concentration at half of the fitted maximal effect; % of control where 0% means no effect; nearly all actives have a fitted effect of over 60% in size
#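 Luminescence read-out: Huh7 cells stably expressing Rab9-luciferase, treated 24 h with compound at 37 °C, then lysed with luciferase reagent for 10 min at ambient before reading.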
# * hit, by the source's call; ? = inconclusive; · = no result given; & = joins results of further samples. Unless noted, the call rests on the fitted dose curve; in most records, active means well fitted curve in the direction sought with a large enough effect; inconclusive means small, poorly fitted or top-dose-only effect, or another doubt; inactive means no such curve, though single readings can be large; an effect the other way counts as inactive or inconclusive. Random draw from the library. About 15% of those tested had a hit in this group.
# The first 2 records, to show the layout:
SMILES	FLuc counter	Gal4-VP16 FLuc	ELG1 repair inh	TRPV1 ag	ELG1 genotox	NPC1 promoter act	RORg inh	p53 reactivator	BRCA1 expr up	Tb PFK block	Rab9 promoter act
COc1ccc(-c2nnc(SCC(=O)N(C)C3CCS(=O)(=O)C3)n2N)cc1OC (centres undefined)	-1%	3%	15%	2	0%	-5%	-1%	-2%	6%	-1%	0%
Cc1cc(C)c(NC(=O)COC(=O)CSc2ccc(Br)cc2C)c(C)c1	-1%	-17%	1%	-5	2%	0%	-1%	-4%	10%	-5%	-7%

# The whole of this part, from the start:
SMILES	FLuc counter	Gal4-VP16 FLuc	ELG1 repair inh	TRPV1 ag	ELG1 genotox	NPC1 promoter act	RORg inh	p53 reactivator	BRCA1 expr up	Tb PFK block	Rab9 promoter act
COc1ccc(-c2nnc(SCC(=O)N(C)C3CCS(=O)(=O)C3)n2N)cc1OC (centres undefined)	-1%	3%	15%	2	0%	-5%	-1%	-2%	6%	-1%	0%
Cc1cc(C)c(NC(=O)COC(=O)CSc2ccc(Br)cc2C)c(C)c1	-1%	-17%	1%	-5	2%	0%	-1%	-4%	10%	-5%	-7%
O=C1c2ccccc2NC2CCCCC12 (centres undefined)	7%	?	?	0	-1%	10%	-18%	0%	-25%	-2%	-2%
COc1ccccc1C1/C(=C(/O)c2ccc(Cl)cc2)C(=O)C(=O)N1CCN1CCOCC1 (centres undefined)	2%	6%	15%	-2	0%	2%	-27%	-4%	-21%	3%	4%
COc1ccc(CCNC(=O)CSc2nc3[nH]c(=O)cc(O)c3s2)cc1	-1%	·	?	0	-1%	-4%	·	-3%	-17%	0%	-8%
COc1ccc(Br)cc1C1CC(=O)N2CN(Cc3ccccc3)CSC2=C1C#N (centres undefined)	-10%	-2%	2%	·	0%	0%	?	1%	-13%	1%	5%
C[C@H](CO)N1C[C@H](C)[C@@H](CN(C)C(=O)Nc2ccccc2)Oc2ccc(NC(=O)Nc3ccc4c(c3)OCO4)cc2C1=O	·	·	14%	·	-2%	·	·	13%	-9%	1%	·
COc1ccc(C2c3ccc(O)cc3Oc3ncn(CCCO)c(=N)c32)cc1 (centres undefined)	-3%	-8%	0%	2	1%	-4%	-10%	-5%	-15%	-1%	-4%
COc1ccccc1/C=N/N1C(=O)c2cccc3cccc(c23)C1=O	0%	-11%	5%	-5	0%	-3%	-26%	-3%	11%	3%	-3%
COc1ccc(CNC(=O)C2CCCN(S(=O)(=O)c3ccc(F)cc3)C2)cc1 (centres undefined)	1%	0%	-27%	7	-9%	2%	0%	-14%	-29%	-7%	13%
CCC(Oc1ccccc1F)C(=O)Nc1ccc2c(c1)n(C)c(=O)n2C (centres undefined)	-1%	5%	8%	-1	9%	1%	46%	-4%	-15%	-1%	2%
O=C(CSc1nnc(C2CC2)n1C1CC1)c1cccs1	·	·	?	·	6%	·	·	5%	0%	0%	·
Cc1ccc(S(=O)(=O)Nc2ccc3nc(C)sc3c2)c(C)c1	-2%	·	-1%	0	2%	-6%	·	7%	-15%	-3%	-4%
CCCSCCCNC(=O)CN1C(=O)COc2ccc(S(=O)(=O)N3CCCC3)cc21	4%&-2%	0%	-11%	0	1%	-7%	-3%	2%	-5%&-2%	-7%	5%
CC(=O)[C@@]1(O)CCC2C3C=CC4=CC(=O)CC[C@]4(C)C3CC[C@@]21C (some centres undefined)	-12%	·	-16%	0	-4%	1%	·	?	-18%	-5%	-3%
COc1ccc(Cl)cc1Nc1nc(-c2sc(NC(=O)C(C)(C)C)nc2C)cs1	-2%	7.1µM*	?	5	-2%	-14%	?	1%	-59%	-1%	-2%
CCCN1C(=O)C2(SC(NC(C)=O)=NN2C(C)=O)c2cc(C)ccc21 (centres undefined)	4%	-3%	5%	1	0%	-1%	11%	14%	2%	4%	-2%
CCCOc1ccc(NC(=O)C2CC(=O)N/C(=N/N=C(\C)CCc3ccc4c(c3)OCO4)S2)cc1 (centres undefined)	-1%	-1%	19%	-1	-1%	0%	?	3%	-13%	1%	-5%
CCOC(=O)c1oc2ccc(S(=O)(=O)n3nc(-c4cc(OC)c(OC)c(OC)c4)cc3N)cc2c1C	7%&-6%	-14%	?	0	3%	-12%	42%	-2%	-9%&-5%	-2%	-4%
O=C(Cc1cccc([N+](=O)[O-])c1)Nc1cccc(C(=O)N2CCCC2)c1	·	·	-7%	·	-1%	·	·	-3%	10%	-2%	·
CN=C(C)/C(C(=O)OC)=C(/O)c1c(F)cccc1F	-2%	-18%	16%	-3	2%	0%	18%	-4%	-15%	0%	-2%
O=C(NCC1CCCO1)C(c1cccs1)N(C(=O)c1ccc(-c2ccccc2)[nH]1)C1CCCC1 (centres undefined)	0%	-18%	2%	14	-4%	-1%	?	-13%	-38%	3%	15%
O=C(O)Cn1c(-c2ccccc2)cc2ccccc21	-14%	4%	-2%	-1	-6%	7%	13%	-3%	7%	-2%	-3%
Cc1nccn1-c1ccc(C(F)(F)F)cc1NC=O	1%	-12%	-1%	-3	8%	-2%	-1%	9%	-12%	0%	-2%
COc1ccc(/C(C#N)=C/c2c(-c3ccc(Cl)cc3)nc3c(C)cccn23)cc1	-1%	1%	-13%	3	-12%	1%	?	-6%	-48%	1%	1%
Cc1ccc(-n2nc3c(c2NC(=O)c2ccc4c(c2)OCO4)CS(=O)C3)cc1 (centres undefined)	13%	5%	6%	0	2%	-2%	-26%	-1%	-8%	1%	1%
Cc1cc(NC(=O)CCC(=O)N(Cc2ccco2)C2(C(=O)NC3CCCC3)CCCCC2C)no1 (centres undefined)	1%	3%	-1%	3	0%	0%	1%	2%	-5%	-9%	0%
CCN(CC)C(=O)/C(=C/c1cccc([N+](=O)[O-])c1)NC(=O)c1ccco1	-3%	4%	?	0	-13%	-9%	11%	0%	10%	-3%	-3%
O=C(N/C(=C\c1ccc(Br)cc1)C(=O)N1CCOCC1)c1ccco1	0%	4%	-4%	-2	3%	-1%	0%	2%	-11%	0%	0%
CCCCCCc1c(O)nc(SCCN2CCOCC2)[nH]c1=O	-3%	-5%	-5%	-1	1%	-2%	36%	-4%	-9%	3%	-1%
COc1ccccc1NC(=O)Cn1cc(C#N)c2ccccc21	4%	3%	2%	-1	1%	-8%	7%	-3%	7%	-5%	-5%
COc1ccccc1NC(=O)N1CCN(CCc2ccccc2)CC1	2%	2%	-2%	7	0%	2%	21%	-4%	-11%	-5%	-1%
O=C1CSC(c2ccc([N+](=O)[O-])cc2)N1c1ccccc1 (centres undefined)	0%	3%	-2%	3	0%	-1%	12%	9%	-22%	-9%	-1%
CCOC(=O)C1(CCCc2ccccc2)CCN(C(=O)CCCn2cncn2)CC1	-12%	?	-13%	?	-8%	0%	?	-2%	0%	14%	2%
Cc1ccc(Cn2nnc3c(=O)[nH]c(C4CCCN(C(=O)Nc5ccc(F)cc5)C4)nc32)cc1 (centres undefined)	2%	8%	16µM*	15	-2%	0%	34%	-5%	-23%	0%	-18%
CC(C)CC(NC(=O)/C(=C\c1ccco1)NC(=O)c1ccco1)C(=O)O (centres undefined)	2%	·	6%	-4	4%	0%	·	·	-4%	1%	7%
O=[N+]([O-])c1ccc(O)c(/C=N/n2cnnc2)c1	0%	0%	1%	-4	0%	1%	-14%	-4%	-10%	-3%	-1%
Cc1ccc(N=Cc2cc3c(cc2O)OC(N)=C(C#N)C3c2ccccc2)cc1 (centres undefined)	2%	?	-3%	-3	-6%	-7%	?	20%	-91%	-6%	-5%
CCOC(=O)c1[nH]ncc1CN1CCCC(C(=O)c2ccc(SC)cc2)C1 (centres undefined)	5%	?	9%	-5	0%	-3%	?	-3%	-9%	7%	-1%
CCCCC(O)(CCCC)C(=O)NN(C(=O)c1cccnc1Cl)c1ccccc1	-1%	-4%	-3%	12	-8%	-2%	-8%	2%	-21%	1%	2%
C/C(=N\NC(=O)C1=NNC(=O)C1C)c1cccs1 (centres undefined)	?	-16%	?	2	?	?	25%	15%	18%	-2%	4µM*
COc1ccc(C(=O)Nc2cc3c(oc2=O)CCCC3=O)cc1	-18%	-14%	4%	10	10%	10%	33%	8%	48%	-25%	-8%
O=C(CNC(=O)c1ccccc1)OCC(=O)c1c[nH]c2ccccc12	·	·	16%	·	-1%	·	·	-4%	-10%	-1%	·
